Source: PubChem BioAssay
KCNH2 WT inh – KCNH2 (human, wildtype) channel inhibition | AID 720551 | Q12809 | activity change, % at 1.84 µM | U2OS, BacMam KCNH2, thallium flux FluxOr; hits give low values | 340,000 tested, 0.37% active;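 active = maximum activity change below -70%; inconclusive = maximum activity change between -70% and -50%; inactive = maximum activity change above -50%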
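U2OS cells transduced with wild-type KCNH2 virus are loaded with FluxOr dye for 45 min, and thallium flux is measured in kinetic reads before and after stimulation buffer. Rate constants are normalized to DMSO controls.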
uPA generation – inhibitors of cell surface uPA generation | cell surface uPA generation assay, qHTS | Potency, µM (highest dose often 38.3 µM), inactives show at the highest dose activity change, negative = inhibition, actives largely listed as inhibitors | 330,000 tested, 0.31% active; active = well fitted inhibition curve with a large enough effect; inconclusive = small, poorly fitted or top-dose-only effect; inactive = no such curve, though single readings can be large or run the other way; tested in mouse RAW 264.7 cells; note: potency is the fitted concentration of half-maximal effect; nearly all actives have a fitted effect of over 55% in size
B2AR arrestin – agonists driving beta-arrestin recruitment to human beta2-adrenergic receptor | 330,000 tested, 0.02% active | beta-arrestin recruitment to beta2AR, cell-based reporter | P07550 | AID 492947 | Potency, µM (doses to about 46.1 µM), for the others: at the highest dose activation, usual class: activators;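 note: potency is the fitted concentration of half-maximal effect; 0% = DMSO controls and full agonism = EC100 isoproterenol or metaproterenol; nearly all actives have a fitted effect of over 65% in size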
KCNH2 3.1 block – inhibitors of human KCNH2 3.1 potassium channel isoform; activity change, % (tested at about 1.8 µM); U2OS KCNH2 3.1, thallium flux FluxOr; hits give low values; 340,000 tested, 0.95% active;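 active = maximum activity change below -70%; inconclusive = maximum activity change from -70% to -50%; inactive = maximum activity change above -50%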;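 note: thallium influx rate constant from kinetic fluorescence after stimulation buffer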
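Thallium flux read-out: FluxOr dye with Red40 quencher in HBSS/HEPES, 45 min at RT. Rate constants from kinetic reads were normalized to positive and negative DMSO controls. Cells: U2OS virally expressing the 3.1 isoform.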
Chronic BCR inh – chronic active BCR signaling inhibition. ABC-DLBCL IkBa-CBG/CBR reporter, luminescence ratio, 4 h. Potency, µM (titrated, usually from 46.1 µM), without a hit: at the top dose ratio change, negative = lower green/red ratio, actives largely listed as inhibitors. 340,000 tested, 0.05% active; active = well fitted inhibition curve with a large enough effect in the signal ratio, with a control signal flat, not every such curve was filed as active; inconclusive = small, poorly fitted or top-dose-only effect, or effect the other way, or a change in a side signal; the % refers to the signal ratio;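 note: potency is the fitted concentration of half-maximal effect; plate controls were basal doxycycline-induced cells for no effect and cells given 10 µM MG132 for full effect; MG132 reads +100%, hits lower the ratio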
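Concentration-response series (up to 46 uM) were applied to TMD8 dual-reporter cells for 4 h at 37C with doxycycline. Green/red ratio, after filter-overlap correction, defined %Activity; red signal alone was normalised to basal cells and zero luminescence.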
Giardia killer – kills Giardia lamblia | Giardia lamblia trophozoite viability | activity change, % at 7.66 µM, hits read low | 340,000 tested, 0.15% active | AID 540267; in the data active = activity change below about -80%; inconclusive = between about -30% and that limit;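 note: parasites exposed to compound for two days anaerobically before the ATP read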
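Media and compound were dispensed first, then trophozoites at 100 cells/well; plates sat 48 hrs at 37 deg C without oxygen before ATP luminescence reagent was added and read after 15-30 min at room temperature.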
Coupling enz – inhibits coupling enzyme system, counter-screen for aldolase hits; coupling enzyme system counterscreen, AmpLite Red fluorescence; activity change, negative = inhibition, % at 58.2 µM, hits read low; 290,000 tested, 0.67% active; AID 2472; in the data active = activity change below about -30%
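Compounds tested against the coupling enzymes alone at 57.5 uM final; readout was AmpLite Red fluorescence (525/598 nm) after 20 min at RT.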
GALK inhibitor – galactokinase (human) inhibition. 270,000 tested, 0.007% active. Potency, µM (series often up to 57.5 µM), inactives show at the highest dose activity change, negative = inhibition, most hits filed as inhibitors. P51570. Purified GALK, Kinase-Glo residual ATP luminescence; note: potency is the fitted concentration of half-maximal effect
Target sequence (P51570 whole entry, looked up): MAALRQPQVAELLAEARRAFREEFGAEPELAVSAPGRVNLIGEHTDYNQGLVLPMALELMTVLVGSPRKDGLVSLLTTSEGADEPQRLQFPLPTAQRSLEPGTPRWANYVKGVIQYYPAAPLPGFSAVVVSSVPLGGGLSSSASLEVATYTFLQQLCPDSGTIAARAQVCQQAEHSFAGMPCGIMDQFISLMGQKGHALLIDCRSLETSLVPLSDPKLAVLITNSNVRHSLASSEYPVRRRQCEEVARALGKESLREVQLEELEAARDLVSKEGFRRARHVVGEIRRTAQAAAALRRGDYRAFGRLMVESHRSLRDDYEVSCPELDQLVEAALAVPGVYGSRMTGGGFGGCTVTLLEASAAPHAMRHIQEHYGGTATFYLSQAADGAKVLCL
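GALK at 5 nM final was combined with compound, 35 uM ATP and 100 uM galactose in HEPES pH8.0 with MgCl2 and DTT. The reaction ran one hour at room temperature before luminescent ATP detection.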
USP2a inh – inhibitors of human ubiquitin-specific protease USP2a. 330,000 tested, 0.01% active. O75604. USP2 core, Ub-CHOP2 coupled fluorogenic reporter, 485/531. Potency, µM (titrated, usually from 38.3 µM), inactives show top-dose activity change, negative = inhibition, most hits filed as inhibitors;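 note: potency is the fitted concentration of half-maximal effect; plate controls were DMSO wells for no effect and full inhibition by NEM control for full effect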
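Deubiquitinase activity read as fluorescence (485/531 nm) after Ub-CHOP2 cleavage activates the enterokinase reporter on its substrate; USP2 core 10nM, Ub-CHOP2 and substrate 25nM each, 30min compound preincubation then 60min RT; data normalized to NEM, curves fitted.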
PKM2 activator – activators of human pyruvate kinase M2 | P14618 | purified PKM2, Kinase-Glo ATP luminescence, activation; response scale: 0% is enzyme alone, no compound | Potency, µM (highest dose often 57.5 µM), for the others: at the top dose activation, hits mostly activators | 260,000 tested, 0.34% active | AID 1631; note: potency is the fitted concentration of half-maximal effect; nearly all actives have a fitted effect of over 55% in size
Target sequence (P14618 whole entry, looked up): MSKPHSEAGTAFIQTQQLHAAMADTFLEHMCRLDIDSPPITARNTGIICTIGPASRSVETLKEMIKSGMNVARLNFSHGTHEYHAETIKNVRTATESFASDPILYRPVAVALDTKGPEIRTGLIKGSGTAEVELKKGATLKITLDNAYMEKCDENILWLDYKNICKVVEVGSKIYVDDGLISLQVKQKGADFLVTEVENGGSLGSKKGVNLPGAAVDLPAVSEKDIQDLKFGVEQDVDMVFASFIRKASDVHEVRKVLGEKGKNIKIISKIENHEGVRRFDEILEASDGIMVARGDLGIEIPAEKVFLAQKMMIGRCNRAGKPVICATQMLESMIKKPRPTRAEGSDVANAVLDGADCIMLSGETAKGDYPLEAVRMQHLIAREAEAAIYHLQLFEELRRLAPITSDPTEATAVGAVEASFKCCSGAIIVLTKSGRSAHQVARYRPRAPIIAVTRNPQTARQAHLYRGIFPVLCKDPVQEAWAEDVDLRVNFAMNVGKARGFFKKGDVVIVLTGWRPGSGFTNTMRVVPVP
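Purified hPK-M2 (>95% pure) converted ADP (0.1 mM final) to ATP with 0.5 mM PEP in 50 mM imidazole pH7.2, KCl, MgCl2, Tween 20, BSA; 1 h at room temperature. ATP detected by Kinase-Glo luminescence.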
Eya2 inh – blocks the phosphatase activity of human Eya2; Potency, µM (titrated, usually from 76.9 µM), for inactives: at the highest dose activity, negative = inhibition, usual class: inhibitors; recombinant Eya2, OMFP fluorescence dephosphorylation (OMFP is methylfluorescein phosphate); AID 488837; O00167; 330,000 tested, 0.006% active; note: potency is the fitted concentration of half-maximal effect
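Eya2 protein (added as 0.2 uM solution) was preincubated with compound for 10 min at ambient temperature in 50 mM HEPES pH 7.5, 50 mM NaCl, 5 uM MgCl2, 0.05% BSA, 1 mM DTT. OMFP (added at 50 uM) then reacted 10 min; fluorescence read at 485/525 nm.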
* hit, by the source's call; i = inactive; ? = inconclusive; nt = not tested or not shown; [ ] = dose if it differs, or a comment. Unless noted, calls come from the whole dose curve; as a rule, active = well fitted curve in the direction sought with a large enough effect; inconclusive = small, poorly fitted or top-dose-only effect, or another doubt; inactive = no such curve, though single readings can be large; an effect the other way counts as inactive or inconclusive. Unless noted, % is set by controls: 0 for no effect and ±100 for the full control effect.

Results follow in this order: Chronic BCR inh	GALK inhibitor	Giardia killer	B2AR arrestin	uPA generation	Eya2 inh	PKM2 activator	KCNH2 3.1 block	USP2a inh	Coupling enz	KCNH2 WT inh
1	C/C(CCc1ccc2c(c1)OCO2)=N\N=C1\NC(=O)CC(C(=O)Nc2ccc(Cl)cc2)S1 (stereo not given)
    -2%	-3%	7	-0.4%	nt	-6%	1%	-3	-11%	6	-3
2	OCC1CCN(Cc2cn(Cc3ccccc3)nc2-c2cc3ccccc3o2)CC1
    -25%	1%	2	-0.9%	8%	4%	3%	-1	3%	-1	14
3	Cc1nn(C)c(C(=O)N/N=C/c2ccc(Br)cc2)c1Cl
    4%	1%	-12	-1.1%	0%	-8%	2%	-25	1%	0	-25
4	CCOC(=O)c1ccccc1NC(=O)CN1C(=O)CCS(=O)(=O)c2ccccc21
    1%	-3%	12	-0.3%	10%	-8%	3%	3	0%	1	12
5	CC(C)(C)c1nc(SCC(=O)NC2CCCC2)c2ccccc2n1
    -2%	-1%	3	-0.1%	3%	4%	0%	3	-1%	7	-8
6	NS(=O)(=O)c1ccc(CNC(=O)c2cc(=O)c3ccccc3o2)cc1
    ?	-1%	-6	0.3%	1%	6%	nt	2	3%	0	-10
7	CC(=O)Nc1ccc(NC(=O)c2ccc(C)c(S(=O)(=O)Nc3cccc(C)c3)c2)cc1
    ?	7%	2	0.1%	-3%	-4%	-14%	4	-6%	-5	19
8	O=C(Nc1cc(Cl)cc(Cl)c1)C1CCC(=O)N1Cc1ccccc1Cl (stereo not given)
    ?	0%	3	0.1%	-3%	-14%	0%	-10	1%	-4	-1
9	COc1cc(S(=O)(=O)Nc2ccc3cn[nH]c3c2)ccc1Cl
    -6%	-1%	8	-0.1%	-1%	-3%	22%	-2	1%	0	9
10	COc1cc(/C=C(\C#N)C(=O)NCc2cccs2)ccc1O
    -7%	0%	14	0.6%	-11%	5%	3%	-23	0%	7	-1
11	CO[C@@]1(NC(=O)Cc2cccs2)C(=O)N2C(C(=O)O)=C(COC(N)=O)CS[C@@H]21
    4%	-2%	15	-0.9%	6%	5%	-2%	-15	7%	0	3
12	Nc1nonc1N1CCCCC1
    5%	2%	-10	-0.4%	4%	-10%	-3%	3	2%	0	-5
13	COc1ccc(N2CCN(C(=O)c3cc(=O)c4ccc(C)cc4o3)CC2)cc1
    -10%	2%	50[activator]	-0.9%	0%	-3%	nt	15	-2%	1	1
14	CC(=O)Nc1ccc(NC(=O)CSc2nnc(-c3ccco3)n2Cc2ccco2)cc1
    ?	0%	4	-0.4%	nt	-19%	2%	4	3%	1	-2
15	CC1CCN(c2ccc(S(=O)(=O)N3CCC(C)CC3)cc2N)CC1
    10%	2%	7	0.6%	-20%	-3%	5%	0	-2%	1	-15
16	O=[N+]([O-])c1ccc(S(=O)(=O)NCC2CCCO2)cc1 (stereo not given)
    3%	0%	20	-0.9%	-1%	-8%	-3%	16	0%	-2	1
17	O=C(CCNC(=O)c1ccc(Br)cc1)Nc1ccc(S(=O)(=O)N2CCOCC2)cc1
    3%	nt	-2	-0.1%	5%	-20%	nt	4	4%	nt	4
18	Nc1nc(NCCCN2CCOCC2)nc(Nc2ccc(F)cc2)c1[N+](=O)[O-]
    -1%	1%	-1	-0.6%	4%	-1%	-4%	8	-4%	4	19
19	O=C(CNS(=O)(=O)c1ccccc1F)OCC(=O)c1c[nH]c2ccccc12
    8%	nt	22	0.0%	3%	-20%	nt	18	2%	nt	7
20	CCCCCN(C(=O)NC(=O)Nc1ccccc1C)S(=O)(=O)c1ccccc1
    4%	1%	5	-0.3%	2%	-11%	3%	22	2%	-2	-2
21	Cc1ccc(OCCn2c(=O)oc3ccc(C)cc32)cc1
    20%	-3%	12	-0.2%	2%	-28%	6%	25	8%	0	-6
22	CCOC(=O)c1sc(NC(=O)c2ccc(C)s2)cc1C
    ?	1%	?	0.0%	-10%	2%	-6%	-3	-1%	1	7
23	COc1ccc(CC(NC(C)=O)C(=O)NC2CCN(C(=O)Nc3ccccc3C)CC2)cc1OC (stereo not given)
    3%	-1%	5	-0.5%	-1%	-17%	nt	11	4%	-2	-6
24	COc1cccc(C(=O)OC(C)C(=O)NCC2CCCCC2)c1 (stereo not given)
    -3%	nt	41[activator]	-0.5%	5%	1%	nt	8	-1%	nt	-22
25	Cc1sc2nc(CN(CCc3ccccc3)C(=O)c3ccco3)[nH]c(=O)c2c1C
    -1%	-1%	15	-0.6%	-3%	27%	-14%	-8	-2%	-3	-10
26	NC(=O)CSc1n[nH]c(-c2ccco2)n1
    3%	6%	-9	0.6%	3%	9%	-2%	0	0%	0	-10
27	O=C(CC1C(=O)NC2CCCCC2N1C(=O)c1ccc(F)cc1)Nc1ccccc1 (stereo not given)
    -24%	-1%	4	-0.1%	-3%	-17%	3%	4	0%	5	-11
28	COc1ccc(CCN(Cc2cc3cccc(C)c3[nH]c2=O)C(=O)NC2CCCCC2)cc1OC
    ?	0%	4	0.1%	-3%	12%	15%	-9	1%	6	4
29	O=C(CSc1nnc(-c2ccncc2)n1-c1ccccc1)NCC1CCCO1 (stereo not given)
    -4%	nt	12	-0.1%	8%	4%	nt	-7	2%	nt	-1
30	Cc1cc(S(=O)(=O)NCc2ccccc2)ccc1OCC(=O)NCc1cccnc1
    1%	-2%	-8	-0.1%	0%	5%	-7%	-1	-1%	-2	-8
31	C/C(Cl)=C/Cc1c(C)[nH]c2ccc(C)cc2c1=O
    21%	nt	-15	-0.2%	1%	16%	0%	-7	2%	1	-8
32	CCOC(=O)c1cc(CC)sc1NC(=O)c1cc([N+](=O)[O-])ccc1N1CCOCC1
    -2%	0%	-3	-0.7%	-1%	-15%	1%	-9	-2%	3	-4
33	CC/C(C)=N/Nc1nc2c(c(=O)[nH]c(=O)n2C)n1Cc1ccccc1
    -9%	-1%	-14	0.3%	6%	-5%	nt	2	1%	0	11
34	COc1ccc(C(=O)[C@H]2[C@H]3C(=O)N(c4ccc(OC(C)=O)cc4)C(=O)[C@H]3C3C=CC=NN32)cc1 (stereo not given in full)
    -10%	2%	23	-0.5%	2%	-2%	2%	-1	-2%	-6	4
35	O=C(O)c1cccc(NC(=S)N/N=C/c2ccccc2OCc2cccc(Br)c2)c1
    ?	-6%	5	0.3%	2%	0%	-15%	-4	0%	2	6
36	Oc1c(N=NC(=S)Nc2ccccc2F)c2ccccc2n1Cc1ccccc1Cl
    ?	0%	5	0.1%	-29%	-8%	-1%	4	0%	0	-6
37	O=C(CN1CCN(Cc2ccccc2)CC1)NC(=O)NC1CCCCC1
    -4%	0%	-8	-0.8%	1%	4%	-2%	-40	-2%	2	6
38	COCc1[nH][nH]c(=O)c1C=NCC(=O)OC
    5%	2%	19	0.3%	8%	17%	11%	8	3%	4	4
39	Nc1ccc(Oc2cccc(Oc3ccc(N)cc3)c2)cc1
    ?	4%	-29	0.0%	-5%	-3%	18%	3	0%	6	i
40	COc1ccc(NC(=O)O/N=C/c2ccncc2)cc1
    4%	-2%	6	-0.2%	-2%	6%	11%	6	3%	-1	3
41	O=[N+]([O-])c1cc2c(c(CSc3nnc(Nc4ccccc4)s3)c1)OCOC2
    21%	-2%	-15	0.3%	4%	-7%	-9%	-6	0%	-9	6
42	Cc1cc(N(C)C(=O)c2ccc3c(c2)S(=O)(=O)c2cc(Cl)ccc2C3=O)c(C(F)(F)F)o1
    1%	nt	-6	0.0%	14%	-24%	nt	-5	3%	nt	-13
43	CCCNS(=O)(=O)c1cccc2cccnc12
    -4%	3%	-2	0.2%	-11%	1%	13%	8	5%	-8	-5
44	CCOC(=O)C1CCN(C(=O)CN(c2cc(Cl)ccc2OC)S(=O)(=O)c2ccccc2)CC1
    7%	3%	-1	-0.2%	4%	-6%	-6%	-2	1%	nt	7
